# From PubChem
# STAT3 activator: IL-6 driven STAT3 reporter potentiators, primary screen, U3A cells, luciferase, luminescence, MLSCN library | IL-6 STAT3-luciferase reporter; 100% = signal with IL-6 EC80 alone | activation (% of control), % at 5.6 µM | hit rate 0.91% among 190,000 | AID 871, 2007;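 active = activation above the screen-wide mean of compound activation plus 3 SD, cut at about 130% in these data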;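 note: 0% = background luminescence of wells with medium and substrate only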
#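 Material: STAT3-luciferase reporter U3A cells; Probe or stimulus: IL-6 (33 ng/mL); Incubation: compound pre-incubation 1 h before IL-6, then 6 h stimulation at 37 °C; Technique: luminescence from STAT3-driven luciferase reporter; Evaluation: % activation versus median of IL-6-stimulated wells; Controls: IL-6-only high control.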
# STAT1 blocker: STAT1 signaling inhibitors, primary screen, cell-based, HTS, luciferase reporter | AID 920, 2007 | NIH 3T3 STAT1-luciferase reporter, IFN-gamma, luminescence | hit rate 0.35% among 200,000 | inhibition, % at 5.5 µM;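 active = inhibition above a set limit, the mean inhibition across all tested compounds plus 3 SD, cut at about 34% in these data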;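 note: 0% = IFN-gamma with DMSO and 100% = IFN-gamma with 300 µM nifuroxazide; values of inactives mirror those of a sister screen read the other way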
# PPARg SRC2 recr: agonists of PPARg-SRC-2 recruitment, primary screen, biochemical, HTS; PPARgamma LBD-SRC-2 recruitment; hit rate 0.34% among 200,000; activation, % at 8 µM; Peroxisome proliferator-activated receptor gamma (Homo sapiens), P37231; in the data active = activation above about 22%;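 note: 0% = vehicle and 100% = reference agonist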
# Target sequence (P37231 whole entry, looked up, the tested form may be a part): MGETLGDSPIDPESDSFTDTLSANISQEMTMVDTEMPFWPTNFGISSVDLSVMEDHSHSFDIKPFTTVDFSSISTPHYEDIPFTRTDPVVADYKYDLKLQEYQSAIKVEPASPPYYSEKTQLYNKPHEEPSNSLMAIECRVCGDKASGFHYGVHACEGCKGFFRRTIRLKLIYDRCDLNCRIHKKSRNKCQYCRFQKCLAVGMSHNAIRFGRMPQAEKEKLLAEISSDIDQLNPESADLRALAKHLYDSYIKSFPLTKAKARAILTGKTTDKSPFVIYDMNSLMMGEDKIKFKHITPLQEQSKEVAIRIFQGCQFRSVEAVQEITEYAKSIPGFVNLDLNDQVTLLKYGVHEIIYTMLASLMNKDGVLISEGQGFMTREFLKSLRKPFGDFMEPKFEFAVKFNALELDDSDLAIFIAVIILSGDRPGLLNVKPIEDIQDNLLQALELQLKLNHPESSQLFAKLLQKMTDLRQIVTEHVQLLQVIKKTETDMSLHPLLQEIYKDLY
# RAM network inh: inhibitors of the yeast RAM network, primary screen, dse1pr::URA3 reporter, 5-FOA selection. S. cerevisiae dse1pr::URA3 reporter, 5-FOA growth OD615, 2 d; analog-sensitive cbk1-as2 kinase mutant strain. inhibition, % at 50 µM. hit rate 1.8% among 190,000. AID 868, 2007;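 active = inhibition above a set limit, 3 SD over mean compound inhibition, cut at about 8.4% in these data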;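 note: 0% = DMSO-only wells with no growth and 100% = 10 µM 1-NA-PP1 full growth; inhibition rescues growth on 5-FOA so higher OD means more RAM inhibition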
# PPARg SRC1 recr: PPARgamma agonists recruiting SRC-1 coactivator, primary screen, biochemical | PPARgamma-SRC-1 coactivator recruitment biochemical assay | activation, % at 8 µM | AID 631, 2007 | Peroxisome proliferator-activated receptor gamma (Homo sapiens), P37231 | hit rate 0.41% among 200,000; in the data active = activation above about 19%;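 note: 0% = DMSO and 100% = reference agonist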
# TLR4 MyD88 comp: inhibitors of TLR4-MyD88 association in cells, primary screen, cell-based, HeLa CL3-4, BLA complementation, FRET ratio | HeLa CL3-4 TLR4/MyD88 BLA complementation | inhibition, % at 8.4 µM | hit rate 0.18% among 200,000 | Toll-like receptor 4 (Homo sapiens) + Myeloid differentiation primary response protein …; in the data active = inhibition above about 25%;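 note: 0% = vehicle and 100% = reference inhibitor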
# S1P3 antagonist: S1P3 receptor antagonists, primary screen, cell-based; inhibition, % at 4.98 µM; hit rate 0.27% among 170,000; CHO S1P3 NFAT-BLA reporter, FRET fluorescence, antagonist mode; Sphingosine 1-phosphate receptor 3 (Homo sapiens), Q99500;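 active = inhibition above the plate cutoff, the mean inhibition of test wells on that plate plus 3 SD, cut at about 28% in these data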;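 note: cells challenged with S1P at its EC80 of 0.8 µM; blue over green emission ratio from cleaved BLA substrate after 4 h stimulation; 0% = S1P-stimulated wells and 100% = unstimulated DMSO-only wells; some compounds past the cut are filed as inactive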
# Target sequence (Q99500 whole entry, looked up): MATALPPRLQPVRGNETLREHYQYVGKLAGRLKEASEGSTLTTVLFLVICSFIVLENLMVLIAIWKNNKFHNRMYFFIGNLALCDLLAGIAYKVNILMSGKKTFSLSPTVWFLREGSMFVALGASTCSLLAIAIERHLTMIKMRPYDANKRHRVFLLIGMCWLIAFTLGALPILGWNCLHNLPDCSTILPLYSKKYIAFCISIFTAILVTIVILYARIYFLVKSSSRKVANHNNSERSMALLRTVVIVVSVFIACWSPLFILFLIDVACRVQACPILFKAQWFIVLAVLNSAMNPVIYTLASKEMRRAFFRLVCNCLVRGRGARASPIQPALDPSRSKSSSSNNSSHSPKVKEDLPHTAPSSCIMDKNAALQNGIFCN
# ROMK mod: ROMK potassium channel modulators, primary screen, cell-based, thallium flux, MLSMR library | ATP-sensitive inward rectifier potassium channel 1 (Homo sapiens), P48048 | Tet-inducible ROMK, thallium flux fluorescence; actives lie on both sides | B-score at 10 µM | hit rate 2% among 130,000;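 active = signal ratio slope over the read window, or its plate-corrected B-score, at least 3 SD from the plate mean, either direction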;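 note: B-score of the F/F0 ratio slope over 7 to 12 s after thallium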
# TR-FRET SRC-2 ct: TR-FRET signal artefacts, primary screen, artefact control for PPARgamma SRC-2 agonist project, biochemical | TR-FRET artefact counter-screen; hits give high values | TR-FRET ratio at 8 µM | hit rate 0.4% among 200,000 | AID 1049, 2008; in the data active = TR-FRET ratio above about 2000; note: inactives centre near 1500
# PPARg SRC3 recr: PPARgamma agonists recruiting SRC-3 coactivator, primary screen, biochemical; Peroxisome proliferator-activated receptor gamma (Homo sapiens), P37231; biochemical PPARgamma/SRC-3 coactivator recruitment assay; activation, % at 8 µM; hit rate 0.26% among 200,000; AID 731, 2007; in the data active = activation above about 23%;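 note: 0% = DMSO and 100% = reference agonist; some compounds past the cut are filed as inactive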
# STAT3 inh: IL-6 driven STAT3 reporter inhibitors, primary screen, U3A cells, luciferase, luminescence, MLSCN library; hit rate 0.89% among 190,000; AID 862, 2007; IL-6 STAT3-luciferase reporter; host cell line lacks STAT1; inhibition, % at 5.5 µM;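 active = inhibition above the mean inhibition across all screened compounds plus 3 SD, cut at about 44% in these data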;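 note: 0% = DMSO only wells and 100% = 100 µM nifuroxazide control wells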
# Starred values were filed as active, the others as inactive; x = not tested or not shown.
No.	mol	STAT3 activator	STAT1 blocker	PPARg SRC2 recr	RAM network inh	PPARg SRC1 recr	TLR4 MyD88 comp	S1P3 antagonist	ROMK mod	TR-FRET SRC-2 ct	PPARg SRC3 recr	STAT3 inh
1	CCC/S(C)=N/S(=O)(=O)c1ccc(C)cc1 (configuration not stated)	103	8	7	1.2	3	-6	-15	-0.11	1538	5	-5
2	CN(C(=O)n1cnc2ccccc21)c1ccccc1	98	3	1	0.3	8	-2	-1	-0.25	1414	-6	2
3	CCOC(=O)c1[nH]c(C)c(C(=O)N2CCN(c3ccc(F)cc3)CC2)c1C	100	6	7	0.5	-9	-6	-21	-0.5	1482	9	3
4	CCN(CC)S(=O)(=O)c1ccc(S(=O)(=O)N2CCCC2)cc1	110	-3	-1	3.4	3	-1	-8	0.044	1482	2	-2
5	Cc1cccc(-c2nc3ccccc3c(=O)n2NC(=S)N(C)C)c1	94	8	1	3.0	6	-10	-3	x	1425	1	6
6	O=S(=O)(c1ccccc1)c1nc(-c2cccs2)oc1NCC1CCCO1 (configuration not stated)	97	1	9	-0.8	3	-12	-11	x	1571	12	8
7	CC(Sc1nnc2ccccn12)C(=O)Nc1ncc(Cl)cc1Cl (configuration not stated)	106	-12	9	0.8	9	12	x	x	1654	15	-2
8	CC(=O)c1cccc(NC(=O)c2ccc(Br)o2)c1	94	-1	0	3.0	-3	8	-41	x	1501	-9	13
9	Cn1c(N/N=C/c2cccs2)nc2c1c(=O)n(Cc1ccccc1)c(=O)n2C	97	-9	3	2.9	-3	7	-5	x	1565	2	3
10	CC(C)N1C/C(=C/c2ccsc2)C(=O)/C(=C/c2ccsc2)C1	104	19	2	0.5	0	0	4	x	1467	4	-9
11	CCOC(=O)[C@@H]1C(c2c(OC)cc(OC)cc2OC)=NO[C@@H]1C(=O)OCC	95	0	6	2.0	2	11	-5	-0.32	1608	1	9
12	COC(=O)COc1ccc(S(=O)(=O)Nc2cc([N+](=O)[O-])ccc2C)cc1	94	-2	2	1.1	5	-1	-10	-0.29	1468	3	7
13	COc1cc(NC(=S)NNC(=O)C(C)(C)O)cc(OC)c1	101	-1	-6	0.6	-6	-11	-14	0.34	1424	-1	8
14	CN(CC(=O)Nc1cccc2c1CCCC2)S(=O)(=O)c1ccc(Cl)cc1	100	-5	3	3.1	-2	7	x	x	1337	-2	0
15	Cc1ccc(C(=O)OCCN2CCN(c3ncc(C(F)(F)F)cc3Cl)CC2)cc1	106	-5	7	0.5	3	-5	x	x	1350	2	3
16	Cc1cc(C)c(C#N)c(SCc2ccccc2C(=O)O)n1	77	3	4	3.0	17	9	-85	x	1586	14	34
17	Clc1ccc(SCCn2ccnc2)cc1	101	5	8	1.7	3	7	-43	x	1582	-3	5
18	O=C(CN1C(=O)COc2ccc(Cl)cc21)N1CCc2ccccc21	91	-2	2	-0.7	-1	0	18	x	1560	4	15
19	CN(C)c1cccc(C(=O)OCc2cc(=O)oc3cc(O)ccc23)c1	101	-6	5	0.2	4	0	x	-0.32	1780	0	5
20	CCN(C(=O)C1CCN(S(=O)(=O)c2ccc3c(c2)oc(=O)n3C)CC1)c1cccc(C)c1	96	-1	0	2.5	3	3	x	x	1487	-6	13
21	CCOC(=O)C(CC)Sc1nc2c(c(=O)[nH]c(=O)n2C)n1C/C=C(/C)Cl (configuration not stated)	121	-6	-1	0.5	1	-10	2	x	1494	9	-20
22	Cc1c(-c2ccccc2)nc2ccccc2c1C(=O)O	116	3	14	0.2	3	7	-10	-0.06	1674	-6	-15
23	CCOC(=O)c1[nH]c(C)c(C(=O)N2CCN(c3ccccc3)CC2)c1C	101	3	10	2.0	4	-9	12	x	1515	11	4
24	COC(=O)c1ccc(C(C(=O)NC2CCCCC2)N(Cc2ccccc2)C(=O)Cc2cccs2)cc1 (configuration not stated)	106	0	-11	2.7	1	6	-4	-0.38	1455	0	-5
25	CCCCC(C(=O)OCC)C(N)Cc1ccc(F)cc1 (configuration not stated)	102	16	5	-0.4	7	8	1	-1.5	1718	4	4
26	CCN=C1S/C(=C\c2ccc(OCC)c(OC)c2)C(=O)N1CC	105	5	3	5.8	3	-6	9	x	1528	4	-4
27	O=S(=O)(Nc1ccc(Cl)nn1)c1ccccc1	100	-11	3	0.0	0	-2	1	x	1598	-1	7
28	Cn1c(N)c(C(=O)COC(=O)CCCc2nc3ccccc3s2)c(=O)n(C)c1=O	91	11	14	1.1	0	0	-17	0.11	1812	7	15
29	O=C(c1cccc(C(F)(F)F)c1)C1CCCN(C(=O)CCc2cnccn2)C1 (configuration not stated)	98	6	6	0.3	10	-5	4	x	1526	3	8
30	Cc1c(C(=O)Nc2ccc(Cl)cc2)c2ccccn2c1C(=O)c1ccccc1	100	4	7	3.3	4	-2	x	1.1	1602	-9	7
31	Cc1ccccc1N(CC(=O)N1CCOCC1)S(C)(=O)=O	109	1	-9	1.6	1	-73	-16	-0.052	1613	-1	-5
32	CCn1cc(/C=N\NC(=O)c2c[nH]c3ccccc23)c(C)n1	100	-15	6	-0.4	13	-3	7	-0.037	1562	3	1
33	CCn1c(=O)c2ccccc2n2c(SCC(=O)N3CCCc4ccccc43)nnc12	98	-7	-10	-0.5	8	5	4	-0.23	1532	5	6
34	Cc1cc(S(=O)(=O)NCCc2ccccc2)c(C)s1	96	-1	-1	1.8	-1	-6	-22	-0.044	1493	-5	10
35	CCCC(=O)NC(c1ccccc1OC)c1ccc2cccnc2c1O (configuration not stated)	90	6	-6	3.1	2	-14	-2	0.58	1475	3	14
36	Cc1cc(=O)oc2c(CN(CC(C)C)CC(C)C)c(O)ccc12	100	-5	7	-0.7	1	-6	x	0.19	1596	-3	7
37	COc1ccc(-c2nc(C)sc2CC(=O)O)cc1OC	106	-5	1	-0.1	-4	-9	-11	1.2	1336	-2	-7
38	O=C1CCc2cc(S(=O)(=O)N3CCC(C(=O)NCc4ccccn4)CC3)ccc2N1	102	-7	-2	1.1	5	10	-2	x	1659	2	-2
39	Cn1c(SCC(=O)NCc2ccc3c(c2)OCO3)nnc1-c1c[nH]c2ccccc12	101	3	11	2.5	6	5	-1	x	1486	6	0
40	O=C(NCc1cccnc1)c1cn(CCc2ccccc2)nn1	103	-1	8	1.1	-2	-17	19	x	1592	12	1
41	COc1cccc(NC(=O)COC(=O)CCS(=O)(=O)c2ccc(C)cc2)c1	96	5	7	1.6	4	3	-19	0.0055	1651	4	5
42	Nc1nc(NC(=O)C(Cl)(Cl)Cl)nn1-c1ccccc1	96	6	1	2.4	2	-8	-8	0.061	1455	3	4
43	O=C(NCCOCCOCCNC(=O)c1ccccc1)c1ccccc1	102	-5	-1	1.2	0	3	1	0.39	1455	2	-1
44	CC1(C)CC(=O)C2=C(C1)OC1=C(C2)C(=O)CC(C)(C)C1	95	-6	-8	1.2	6	-2	-13	0.19	1633	3	9
45	O=C(c1cc(Sc2ccc(Cl)cc2)nc2ccccc12)N1CCN(c2ccccn2)CC1	106	-1	13	-1.0	2	-4	-19	0.06	1855	2	-5
46	O=C(NCc1ccccc1Cl)c1csc2c1CCCCC2	97	-8	1	0.9	-4	-1	x	0.73	1514	-3	8
47	COc1ccc(NC(=O)CN2CCN(CC(=O)Nc3ccccc3Cl)CC2)c(OC)c1	97	10	-1	0.2	-1	-6	x	-0.54	1722	-1	3
48	Cc1ccc(CNC(=O)c2ccccc2SCC(=O)NCC2CCCCC2)cc1	100	-1	-6	2.5	-8	9	-2	x	1564	-7	-1
49	COc1ccc(OC)c(NC(=O)CCC(=O)N(Cc2ccc(OC)c(OC)c2)c2nccs2)c1	97	17	7	-0.6	-2	3	11	1.2	1390	6	8
50	O=c1[nH]c(NC2CCCCC2)c([N+](=O)[O-])c(=O)[nH]1	106	-4	-2	2.0	1	-6	-6	1	1505	2	-2
51	CCN(CC)CCCNC(=O)Cn1ncn2cccc2c1=O	98	0	15	1.1	1	-2	x	0.6	1571	6	6
52	CCc1nnc(NC(=O)CSc2nnc(-c3ccccc3O)n2-c2ccc(C)cc2)s1	95	9	8	7.7	-1	-4	-26	x	1593	0	9
53	c1ccc(N2CCN(c3c4c(nc5ncnn35)CCC4)CC2)cc1	69	1	7	1.6	7	-1	x	-1.9	1535	4	40
54	Cc1ccc(N(C(C)C(=O)O)S(=O)(=O)c2c(C)n[nH]c2C)cc1 (configuration not stated)	102	-7	0	0.7	-7	0	-12	x	1466	-10	4
55	CN(CCc1ccccn1)C(=O)CN(C)S(=O)(=O)c1ccc2c(c1)c(=O)n(C)c(=O)n2C	105	-3	4	2.4	-6	17	4	x	1306	-9	-2
56	c1ccc(Cn2c(SCCN3CCOCC3)nnc2-c2cccnc2)cc1	101	-4	-5	1.8	-3	-13	1	-0.086	1517	1	8
57	COc1ccccc1/C=N/NC(=O)c1ccc(N(C)S(=O)(=O)c2ccccc2)cc1	102	-6	14	1.4	12	-6	-5	-0.97	1685	3	2
58	CC(C)[C@H](NC(=O)OC(C)(C)C)c1nnc(SCc2cccc(F)c2)o1	104	0	15	1.3	55*	3	17	x	1557	5	-1
59	O=C(CCCCl)Oc1ccc2cc(-c3ccc4ccccc4n3)c(=O)oc2c1	109	-17	-5	7.9	2	4	-11	0.008	1474	-1	-7
60	CCN1CCN(c2ccc(NC(=O)c3cccc(OCc4ccccc4)c3)cc2)CC1	109	-3	6	-0.3	8	12	x	0.13	1706	4	-10
61	O=C(c1cc(COc2ccc(F)cc2Cl)on1)N1CCC(OCc2cccnc2)CC1	90	19	4	1.3	9	-4	-17	0.027	1728	4	16
62	Cc1cc(C)cc(NC(=O)C(OC(=O)C2=COCCO2)c2ccccc2)c1 (configuration not stated)	89	3	7	4.9	1	6	15	x	1402	3	15
63	Cc1ccc(NC(=S)Nc2ccc3cn[nH]c3c2)cc1	91	-9	-3	0.3	5	1	4	x	1498	1	14
